Screening results (PubChem)
GASC-1 inh: human JMJD2C demethylase inhibition; Q9H3R0; GST-JMJD2C(1-420) H3K9me3 demethylation, DELFIA europium; inhibition, % at 2.35 µM; actives 0.069% (n = 330,000);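 active = more than half of a compound's replicate wells show inhibition beyond 50%, single wells judged on their own value; inconclusive = some, but no more than half, of replicates pass 50% inhibition; inactive = no replicate passes 50% inhibition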;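 note: signal counts dimethyl H3K9 product captured on neutravidin plate; 0% = median of DMSO wells and 100% = 0.3 times that DMSO median; strong numbers were not always called active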
Target sequence (Q9H3R0 1-420 limits assumed): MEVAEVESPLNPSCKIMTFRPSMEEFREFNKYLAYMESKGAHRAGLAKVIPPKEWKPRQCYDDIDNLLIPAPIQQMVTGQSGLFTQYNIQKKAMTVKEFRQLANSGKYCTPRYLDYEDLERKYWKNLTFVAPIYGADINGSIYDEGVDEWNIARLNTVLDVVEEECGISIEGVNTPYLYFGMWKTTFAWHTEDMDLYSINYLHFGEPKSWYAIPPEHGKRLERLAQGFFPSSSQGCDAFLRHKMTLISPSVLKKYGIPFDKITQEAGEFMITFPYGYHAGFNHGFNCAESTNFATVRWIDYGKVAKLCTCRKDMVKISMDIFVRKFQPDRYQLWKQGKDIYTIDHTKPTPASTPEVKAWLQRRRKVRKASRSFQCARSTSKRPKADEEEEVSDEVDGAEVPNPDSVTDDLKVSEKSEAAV
CIT2 TOR yeast: yeast TOR pathway CIT2-GFP modulation; actives 0.065% (n = 320,000); GFP response vs DMSO, % at 10 µM; S. cerevisiae CIT2-GFP strain, flow cytometry, 3 h; 100 means same as DMSO wells; AID 2029;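 active = GFP response relative to DMSO above a set limit, near the screen mean plus 3 SD, cut at about 150% in these data; inconclusive = Fewer than 70 cells measured for a yeast strain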;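 note: ratio of well median GFP fluorescence to mean of DMSO wells on the plate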
LAP4-GFP MLPCN: alters LAP4-GFP fluorescence in TOR pathway yeast screen; actives 0.34% (n = 320,000); AID 2023; GFP response vs DMSO, % at 10 µM; S. cerevisiae LAP4-GFP multiplex, flow cytometry GFP, 3 h; median GFP as percent of DMSO wells;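 active = GFP response vs DMSO above a set limit, about the screen mean plus 3 SD, cut at about 150% in these data; inconclusive = under 70 cell events counted for the yeast strain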
RPL19A-GFP yeast: modulators of TOR pathway RPL19A-GFP in S. cerevisiae. S. cerevisiae RPL19A-GFP strain, flow cytometry, 3 h; hits give low values. percent response vs DMSO, % at 10 µM. actives 0.3% (n = 330,000);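 active = percent response vs DMSO below 50%; inconclusive = fewer than 70 events counted for the yeast strain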;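 note: median channel GFP fluorescence of the barcoded RPL19A-GFP strain; ratio of sample median GFP to plate DMSO average so 100% = DMSO; lower means less RPL19A-GFP as with rapamycin TOR inhibition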
AGP1 TOR yeast: alters AGP1-GFP fluorescence in TOR pathway yeast screen. S. cerevisiae AGP1-GFP multiplex flow cytometry, 3 h; GFP as percent of DMSO wells. GFP response vs DMSO, % at 10 µM. actives 0.02% (n = 320,000);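 active = GFP response relative to DMSO above a set limit, near screen average plus 3 SD, cut at about 150% in these data; inconclusive = fewer than 70 cells counted for the yeast strain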;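 note: median GFP channel fluorescence of the gated AGP1 strain per well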
VLA-4 inh: inhibition in a human VLA-4 binding assay; VLA-4 expressing cells, ligand binding flow cytometry; actives 0.2% (n = 330,000); AID 2557; P13612; inhibition, % (about 7 µM as worked out from the volumes in the protocol); in the data active = inhibition above about 50%
GRK2 inh: blocks RNA aptamer binding to human GRK2 | P25098 | bead flow cytometry, FAM-aptamer displacement from GRK2 | inhibition of aptamer binding, % at 10 µM | actives 0.59% (n = 330,000);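 active = inhibition of aptamer binding above 40%, roughly 3 SD of noise, on plates passing a quality check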;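 note: median bead fluorescence of bound FAM aptamer so fluorescent compounds give negative values; no value below 0 was filed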
Target sequence (P25098 whole entry, looked up): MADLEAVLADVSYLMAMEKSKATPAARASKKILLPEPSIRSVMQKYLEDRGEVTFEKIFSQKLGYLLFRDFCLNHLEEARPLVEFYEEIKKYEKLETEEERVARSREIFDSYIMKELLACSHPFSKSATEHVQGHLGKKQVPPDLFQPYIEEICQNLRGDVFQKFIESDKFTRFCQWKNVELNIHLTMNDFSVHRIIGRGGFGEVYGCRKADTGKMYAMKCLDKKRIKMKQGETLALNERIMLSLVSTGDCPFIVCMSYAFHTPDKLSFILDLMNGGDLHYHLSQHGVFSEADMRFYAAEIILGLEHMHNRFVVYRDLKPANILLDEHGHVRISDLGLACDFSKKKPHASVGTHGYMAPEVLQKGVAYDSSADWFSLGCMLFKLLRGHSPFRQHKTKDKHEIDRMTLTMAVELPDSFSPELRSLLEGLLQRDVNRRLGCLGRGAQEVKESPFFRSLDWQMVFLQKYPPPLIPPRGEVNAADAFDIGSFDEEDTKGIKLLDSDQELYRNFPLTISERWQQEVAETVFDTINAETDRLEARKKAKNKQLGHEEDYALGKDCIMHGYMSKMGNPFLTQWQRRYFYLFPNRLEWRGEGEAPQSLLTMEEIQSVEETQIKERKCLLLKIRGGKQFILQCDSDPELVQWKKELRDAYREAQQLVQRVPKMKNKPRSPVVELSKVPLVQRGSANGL
MEP2-GFP yeast: alters MEP2-GFP fluorescence in TOR pathway yeast screen | GFP response vs DMSO, % at 10 µM | S. cerevisiae MEP2-GFP strain, flow cytometry GFP, 3 h; 100% = DMSO control level | actives 0.51% (n = 330,000);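 active = GFP response versus DMSO above a set limit, roughly screen mean plus 3 SD, cut at about 180% in these data; inconclusive = fewer than 70 cells counted for a yeast strain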;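 note: median GFP fluorescence of the barcode-gated MEP2-GFP cells per well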
Active calls of the source: *; ? = inconclusive; / = not tested or not shown; & = joins results of further samples; [ ] = dose if it differs, or a comment.

SMILES	GASC-1 inh	CIT2 TOR yeast	LAP4-GFP MLPCN	RPL19A-GFP yeast	AGP1 TOR yeast	VLA-4 inh	GRK2 inh	MEP2-GFP yeast
CC(Oc1ccccc1F)C(=O)NNC(=O)c1ccc(F)c(S(=O)(=O)N2CCOCC2)c1 (stereo not drawn)	-9	94	91	115	95	-13	0	108
CC1CC(C)CN(C(=O)COC(=O)c2cncc(Br)c2)C1 (stereo not drawn)	4	110	109	98	109	-3	2	97
O=C(O)c1ccc(NC(=O)c2ccccc2NC(=O)c2cccc(F)c2)cc1	-4	94	102	96	82	-6	2	108
CCOC(=O)C1CCCN(C(=O)c2ccc(CS(=O)(=O)Cc3ccccc3C)o2)C1 (stereo not drawn)	1	102	96	100	100	6	0	105
O=[N+]([O-])c1ccc(NNC(=S)Nc2ccccc2)cc1	8	86	89	90	91	6	6	92
O=C(C[n+]1ccc(/C=N/O)cc1)N1CCCCC1	-7	/	/	98	/	3	0	98
COc1cccc(CCc2nc3ccccc3c(=O)n2N)c1	7	84	104	95	94	17	2	95
CCOC(=O)N1CCC(NC(=O)c2oc3c(F)cccc3c2C)CC1	42	101	95	97	103	32	0	102
CN(/C(=N/S(=O)(=O)c1cccs1)c1ccccc1)c1ccccc1	11	103	96	101	103	12	0	100
CCN(CC)CCOc1ccccc1C(C)=O	-24	92	94	87	95	-3	0	92
Cc1cc(C(=O)NCc2csc(-c3ccccc3)n2)no1	-2	97	101	101	92	4	0	105
CCOc1ccc(-c2nc(S(=O)(=O)c3ccccc3)c(NC)o2)cc1	-2	95	84	104	92	1	0	100
O=C(CN(Cc1ccc(F)cc1)C(=O)CCC(=O)Nc1ccccn1)NCCc1ccccc1	-1	103	93	101	97	-4	0	106
CCc1ccc(OCC(=O)Nc2ccc(S(=O)(=O)N3CCCC3)cc2)c(Br)c1	-5	105	98	95	101	3	2	98
O=C(CCC(=O)OCc1ccc([N+](=O)[O-])cc1Cl)Nc1ccccc1	10	97	101	94	108	9	0	97
CCOc1ccccc1NC(=O)CCCN1C(=S)NC(C)(C)CC1C (stereo not drawn)	4	99	96	101	103	10	0	96
CCN1C(=NCCc2c[nH]c3ccccc23)N[C@@H](c2ccccc2)[C@H](C(=O)OC)[C@H]1C	-15	68	106	90	74	-2	0	91
Cc1cc(C)nc(NC(=O)/C=C/c2ccc(Cl)cc2)n1	0	87	116	102	110	-2	0	105
COCCNC(=O)Cn1cc(C(=S)N2CCCCC2)c2ccccc21	31	104	99	98	101	-2	0	100
Cc1cccc(CC(=O)N2CCN=C2SCc2ccc([N+](=O)[O-])cc2)c1	-7	102	109	107	104	-7	0	101
CCOc1ccc(S(=O)(=O)NCCC(=O)NCCc2ccc(OCC)c(OCC)c2)cc1	-8	99	90	92	96	-8	0	98
O=C(Nc1nccs1)c1cccc(S(=O)(=O)N2CCCCC2)c1	7	94	100	96	95	11	3	106
CC(=O)Nc1ccc(NC(=O)CSc2nnc(-c3ccccc3)n2Cc2ccc3c(c2)OCO3)cc1	-5	105	106	101	105	-4	2	100
COc1cc(/C=N/n2c(-c3ccccc3)n[nH]c2=S)cc(OC)c1O	13	96	105	99	105	0	4	97
O=C1[C@H]2[C@@H](c3ccc(F)cc3)N3C(=O)N(c4ccc(Br)cc4)C(=O)[C@@]3(Cc3ccc(Cl)cc3)[C@H]2C(=O)N1C1CCCCC1	-4	103	96	103	104	-1	3	105
C[C@H](NC(=O)c1ccccc1Cl)C(=O)NCCc1ccc(S(N)(=O)=O)cc1	7	84	84	91	77	-12	0	89
CCN(CC)C(=O)C[n+]1cccc(C(N)=O)c1	4	92	100	97	92	2	1	93
Cc1ccc(CSc2nccc(-c3c(C)nc4ccccn34)n2)cc1	-44	100	112	90	97	7	0	99
CCOC(=O)C1(Cc2cccc(F)c2)CCN(C(=O)Cn2cnnn2)CC1	0	103	108	96	104	2	0	97
O=C(Cc1ccc(F)cc1)NCCS(=O)(=O)N1CCN(c2ccccc2)CC1	-25	73	108	96	106	15	2	99
CC(=O)c1ccc(N2CCCC2)c(F)c1	4	103	101	102	109	22	0	98
CCCCc1cn(C[C@H]2CC[C@@H]([C@@H]3CC[C@H](Cn4cc(CCCC)nn4)O3)O2)nn1	-1	74	126	91	77	9	0	92
C=CCn1c(C(C)NC(=O)CC)nc2ccccc21 (stereo not drawn)	7	98	104	103	104	-10	0	106
CC(=O)N1c2c(cc(Br)cc2S(=O)(=O)N2CCCCC2)CC1C (stereo not drawn)	9	98	103	103	104	1	1	118
Cc1csc(SCC(=O)Nc2ccc(F)cc2Cl)n1	5	96	98	97	96	-3	1	101
Cc1ccc(S(=O)(=O)N(C)CC(=O)N2CCN(c3ccccn3)CC2)cc1	-5	101	99	99	104	-3	2	101
Cn1c(COc2ccccc2)nnc1SCC(=O)Nc1ccc(S(N)(=O)=O)cc1	-2	103	98	/	104	-1	0	103
C#CCOCCOCCOCCNc1nc(N2CCN(C(=O)[C@H]([C@@H](C)CC)n3cc(CCCCN)nn3)CC2)nc(N2CCN(C(=O)[C@H](C)n3cc(CCCN=C(N)N)nn3)CC2)n1	/	102	97	99	106	11	0	105
CC1S/C(=N\N=C\c2cccc([N+](=O)[O-])c2)N(C(C)(C)C)C1=O (stereo not drawn)	/	93	110	92	99	-1	1	95
Cn1cnnc1SCC(=O)N1CCc2ccccc21	-7	96	98	97	99	10	0	110
CC(C)OP(=O)(OC(C)C)C(C)NC(=O)Cc1ccccc1 (stereo not drawn)	2	99	107	98	95	12	2	96
Cn1c(=O)cc(OCCCC(=O)Nc2ccc3c(c2)OCCO3)c2ccccc21	7	80	93	103	102	-3	2	102
Cc1cccc(C)c1NC(=S)N(CCCN1CCN(C)CC1)Cc1cccs1	1	94	100	100	95	2	0	93
Fc1cccc(COc2ccccc2C(=S)N2CCCC2)c1	-2	90	115	98	106	2	3	91
COc1ccc(CN(C)CC(=O)NC(=O)NCc2ccccc2)c(OC)c1	8	98	92	101	99	0	1	93
CN(C)c1nc(-c2ccccn2)nnc1-c1ccccc1	-8	98	94	98	100	20	11	101
O=c1[nH]c2ccccc2cc1CN(c1ccccc1)S(=O)(=O)c1ccccc1	-49	108	108	108	108	23	0	112
COc1ccccc1CNS(=O)(=O)c1ccc2c(c1)NC(=O)CO2	-13	101[may fluoresce red]	?	?	?	-9	0	?
CCOC(=O)C1=C(N)OC2=C(C(=O)CC(C)(C)C2)C1C1CCCCC1 (stereo not drawn)	5	95	94	100	102	22	0	96
CC(=O)N=c1ncn(CC(COC(C)=O)OC(C)=O)c2nc[nH]c12 (stereo not drawn)	7	102	100	100	103	14	3	99
Cc1ccc(Cn2nnc3c(=O)[nH]c(C4CCCN(C(=O)Nc5ccc(F)cc5)C4)nc32)cc1 (stereo not drawn)	1	105	104	106	/	-3	1	110
CN(Cc1ccccc1)c1ccc(C(CC(N)=O)NC(=O)Cc2ccc(Br)cc2)cc1[N+](=O)[O-] (stereo not drawn)	-8	105	98	101	103	1	1	101
CC1CCCCC12NC(=O)N(CC(=O)OCC(=O)Nc1ccc(F)cc1[N+](=O)[O-])C2=O (stereo not drawn)	7	86	113	95	100	11	2	105
Cc1coc(NC(=O)CSc2nc(-c3ccncc3)cc(C(F)(F)F)c2C#N)n1	6&2	89	112	101	104	11	0	101
COc1ccc(Cc2[nH]n3c(=O)cc(C)nc3c2-c2ccccc2)cc1	21	100	102	95	103	-2	0	96
OCCC1CN(Cc2cccc(-c3ccco3)c2)CCN1Cc1ccsc1 (stereo not drawn)	-3	103	95	108	106	23	1	105
CCC(=O)N1c2ccc(S(=O)(=O)N3CCN(CC)CC3)cc2CC1C (stereo not drawn)	3	100	95	99	96	-2	2	123
COc1cccc(CN2CCNC(=O)C2CC(=O)NCc2cn3ccc(C)cc3n2)c1OC (stereo not drawn)	2	101	106	98	98	-2	0	101
O=C(NC1CCC(C(=O)O)CC1)OCc1ccccc1 (stereo not drawn)	2&4	102&96	100&96	96&96	102&101	15&-23	0&1	97&101
Cc1cccc(NCc2ccc([N+](=O)[O-])s2)c1	-2	106	105	102	102	-3	3	108

Among those listed so far, these contain a furan ring, fused or not.
SMILES	GASC-1 inh	CIT2 TOR yeast	LAP4-GFP MLPCN	RPL19A-GFP yeast	AGP1 TOR yeast	VLA-4 inh	GRK2 inh	MEP2-GFP yeast
CCOC(=O)C1CCCN(C(=O)c2ccc(CS(=O)(=O)Cc3ccccc3C)o2)C1 (stereo not drawn)	1	102	96	100	100	6	0	105
CCOC(=O)N1CCC(NC(=O)c2oc3c(F)cccc3c2C)CC1	42	101	95	97	103	32	0	102
OCCC1CN(Cc2cccc(-c3ccco3)c2)CCN1Cc1ccsc1 (stereo not drawn)	-3	103	95	108	106	23	1	105

New compounds follow.
SMILES	GASC-1 inh	CIT2 TOR yeast	LAP4-GFP MLPCN	RPL19A-GFP yeast	AGP1 TOR yeast	VLA-4 inh	GRK2 inh	MEP2-GFP yeast
COC(=O)c1ccc(CSc2nnc(-c3ccc4c(c3)OCO4)n2-c2ccccc2)o1	3	94	85	101	91	5	6	95
COc1ccc(NC(=S)NC(NC(=O)C(C)C)C(Cl)(Cl)Cl)c([N+](=O)[O-])c1 (stereo not drawn)	4	92	106	100	105	27	1	98
O=C(NCC1CCCO1)c1ccc(CS(=O)(=O)c2c(Cl)cccc2Cl)o1 (stereo not drawn)	-4	101	108	98	107	-11	0	116
Cc1cc(NC(=O)CSc2ccc3nnc(-c4cccs4)n3n2)no1	1	106	97	106	110	-5	4	99
O=Cc1ccc(-c2cccc(C(=O)O)c2)o1	6	104	105	98	110	4	8	106
C=COCCNC(=S)N1CCOCCOCCN(C(=S)NCCOC=C)CCOCC1	-11	110	111	96	96	-15	0	100
CCCCn1c(N)c(N(CC(C)C)C(=O)CN(C)Cc2cccc(OC)c2)c(=O)[nH]c1=O	17	92	97	96	/	9	1	93
CCc1nnc(NC(=O)COc2ccccc2[N+](=O)[O-])s1	-9	108	108	102	112	16	3	95
Cc1nc(-c2noc(-c3ccc(Cl)cc3)n2)c(C(F)(F)F)o1	7	100	108	107	103	-1	3	111
COc1cccc2cc(-c3nnc(SCC(=O)Nc4ccc(NC(C)=O)cc4)n3C)oc12	7	103	99	102	101	-11	0	103
CCOC(=O)c1c(NC(=O)COC(=O)c2ccccn2)sc(C(=O)N(C)C)c1C	-4	101	91	96	96	5	0	94
CCOC(=O)/C(C#N)=C\C1=C(N2CCCC2)CC(C)(CC)OC1 (stereo not drawn)	-2	97	87	90	90	4	0	92
CCOc1ccc(-c2noc(-c3cccnc3)n2)cc1OC	8	103	106	95	98	-17	0	112
CC(C)c1nc(N2CCOCC2)c(C#N)c2c1CCCC2	3	97	103	99	99	5	0	98
Cc1cc(-c2ccccc2)nc2[nH]n(-c3ccccc3)c(=O)c12	2	100	93	98	102	-15	0	90
CCN(Cc1ccccc1)C(=O)c1ccc(NC(=O)c2ccc(OC)cc2)cc1	10	100	98	105	98	8	0	99
COCCNC(=O)CCn1nc(-c2ccc(Cl)cc2)ccc1=O	4	108	108	106	102	4	2	115
NS(=O)(=O)c1ccc(N=Nc2ccc(O)c3ncccc23)cc1	11	107	97	104	98	3	0	106
CC1(C)CC(NC(=O)C2CCN(S(=O)(=O)c3ccc(F)cc3)CC2)CC(C)(C)N1	9	100	85	95	96	9	1	111
COc1ccccc1NC(=O)Cn1c2ccccc2c2nc3n(c(=O)c21)CCS3	20	100	103	101	101	7	3	105
